From PubChem
Giardia FBPA inh: inhibitors of Giardia lamblia fructose-1,6-bisphosphate aldolase | hit rate 0.71% among 290,000 | A8B2U2 | Potency, µM (doses to about 59.6 µM), inactives show at the highest dose activity, negative = inhibition, actives largely listed as inhibitors | purified Giardia FBPA; also: potency is read from the fitted curve at half-maximal effect; % is scaled to controls: 0 for no effect and ±100 for the full control effect; nearly all actives have a fitted effect of over 55% in size
Target sequence (A8B2U2 whole entry, looked up): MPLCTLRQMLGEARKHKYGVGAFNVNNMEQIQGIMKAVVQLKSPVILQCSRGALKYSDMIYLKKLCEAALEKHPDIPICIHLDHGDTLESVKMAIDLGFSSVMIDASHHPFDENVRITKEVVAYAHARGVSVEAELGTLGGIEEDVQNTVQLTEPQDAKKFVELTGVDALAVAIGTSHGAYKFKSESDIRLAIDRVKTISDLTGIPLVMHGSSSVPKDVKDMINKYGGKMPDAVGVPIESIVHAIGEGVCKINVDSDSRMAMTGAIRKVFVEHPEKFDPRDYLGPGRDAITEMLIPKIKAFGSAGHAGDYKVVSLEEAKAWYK
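40 nM FBPA preincubated 10 min at RT with compound (up to 57.5 uM final), then substrate plus GAPDH/TPI/NAD/arsenate coupling and diaphorase/resazurin added. Fluorescence read after 20 min at RT, 525/598 nm.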
Pf growth 48h: P. falciparum growth inhibition at 48 hours (one generation) | Potency, µM (highest dose often 28.7 µM), for inactives: at the highest dose activity change, negative = inhibition, most hits filed as inhibitors | hit rate 5.9% among 310,000 | AID 504832 | P. falciparum luciferase growth in erythrocytes, 48 h; also: potency is read from the fitted curve at half-maximal effect; % is scaled to controls: 0 for no effect and ±100 for the full control effect
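First compound was added to culture medium, then infected red cells at 0.1% parasitemia and 2% hematocrit (final). After incubation at 37 C under 5% CO2, luciferase detection reagent was dispensed and light output recorded.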
Sm TGR inh: blocks Schistosoma mansoni thioredoxin glutathione reductase. Q962Y6. purified TGR, DTNB reduction, TNB absorbance 405 nm. Potency, µM (highest dose often 114 µM), without a hit: at the top dose activity change, negative = inhibition, actives largely listed as inhibitors. hit rate 3% among 360,000; also: potency is read from the fitted curve at half-maximal effect; % is scaled to controls: 0 for no effect and ±100 for the full control effect; nearly all actives have a fitted effect of over 60% in size
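First, TGR (20 nM dispensed) and NADPH were mixed with compound. Second, a 15 min room-temperature incubation followed. Third, further NADPH and then DTNB were added to start the reaction. Finally, TNB absorbance was monitored kinetically.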
Cycloheximide cs: counter-screen for Shiga toxin inhibitors: cycloheximide protein synthesis inhibition | cell reporter, cycloheximide protein synthesis inhibition counterscreen | max response, % | hit rate 12% among 300,000 | AID 2314; in the data active = max response mostly above about 13%, no sharp cut-off; inactive = mostly below about 14%; also: read at 38.3 µM for the half of the compounds with a filed dose; 0% is about no effect
Pf growth 96h: P. falciparum growth inhibition at 96 hour, primary screen for plastid delayed-death inhibitors; Potency, µM (series often up to 28.7 µM), for the others: at the highest dose activity change, negative = inhibition, actives largely listed as inhibitors; P. falciparum luciferase reporter growth, 96 h; hit rate 6.9% among 320,000; also: potency is read from the fitted curve at half-maximal effect; % is scaled to controls: 0 for no effect and ±100 for the full control effect
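Plates of compound plus infected erythrocytes (2% hematocrit, 0.05% parasitemia final) incubate 96 hours, 37 C, 5% CO2. Detection reagent added; reduced luminescence from the parasites' luciferase reporter flags inhibition.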
Shiga toxin inh: inhibitors of Shiga toxin in Vero cells. Vero cells, Shiga toxin protein synthesis inhibition reporter. inhibition, % at 38.7 µM. hit rate 9.2% among 290,000; in the data active = inhibition mostly above about 28%, no sharp cut-off; inactive = mostly below about 43%; also: 0% is about no effect
An asterisk follows results filed as active; ? = inconclusive; . = no result given; [ ] = dose if it differs, or a comment. Unless noted, calls follow the shape of the dose curve; as a rule, active = well fitted curve in the direction sought with a large enough effect; inconclusive = small, poorly fitted or top-dose-only effect, or another doubt; inactive = no such curve, though single readings can be large; an effect the other way counts as inactive or inconclusive.

SMILES	Giardia FBPA inh	Pf growth 48h	Sm TGR inh	Cycloheximide cs	Pf growth 96h	Shiga toxin inh
COC(=O)CNC(c1ccccc1)c1cc(Cl)ccc1NC(=O)c1cccc(Cl)c1 (stereo unspecified)	0%	?	8%	-2	?	-3
CCCOC(=O)c1c(NC(=O)/C=C/c2cnn(C)c2C)sc(C(=O)OCC)c1C	0%	-19%	7%	-1	?	-8
C/C(=N/NC(=O)c1sc(NS(=O)(=O)c2ccccc2)nc1C)c1ccc(F)cc1	-19%	14%	-7%	1	?	-15
Cc1ccccc1C(=O)NNC1CC(=O)N(c2ccc3c(c2)OCCO3)C1=O (stereo unspecified)	6%	-2%	3%	1	43%[activator]	12
O=C(O)c1cccnc1SC1CC(=O)N(c2cccc3ccccc23)C1=O (stereo unspecified)	2%	12%	?	1	9%	20
CCOC(=O)Cc1csc(NC(=O)c2cc(-c3ccncc3)nc3ccccc23)n1	.	?	7%	.	-6%	.
Cc1ccc(/C=C2\SC(=S)N(CCCC(=O)Nc3ccccn3)C2=O)cc1	0%	?	1%	-5	10µM*	-27
CC(=O)c1sc(=S)n(-c2ccc(Cl)cc2)c1C	11%	-20%[5.75 µM]	-1%	-6	-17%	2
COc1cc(C(O)P(=O)(OCC(C)C)c2ccc(N(C)C)cc2)cc(OC)c1OC (stereo unspecified)	0%	-6%	2%	-4	-8%	-3
COC(=O)c1cccc(NC(=O)c2cccc([N+](=O)[O-])c2)c1	-2%	69%[activator]	0%	2	28%	.
O=C(C1CCCN(S(=O)(=O)Cc2ccccc2)C1)N1CCC(Cc2ccccc2)CC1 (stereo unspecified)	-5%	.	-18%	-6	?	-12
CCN(CC(=O)Nc1ccc(C)c(S(=O)(=O)N2CCOCC2)c1)Cc1ccccc1	.	12µM*	-7%	.	?	.
Cn1c(SCC(=O)c2cccs2)nnc1-c1ccco1	-7%	12%	45µM*	30*	37%[activator]	59*
COc1ccc(OCC(=O)Nc2ccc(Cl)cc2)cc1	1%	6%	0%	19*	-12%	61*
O=C1c2ccccc2N2C(=O)c3ccccc3C2N1O (stereo unspecified)	-7%	20%	0%	-2	0%	14
CC(=O)O[C@H]1C[C@@]2(O)[C@@H](OC(=O)c3ccccc3)C3[C@@](C)([C@@H](O)C[C@H]4OC[C@@]34OC(C)=O)[C@@H](O)[C@H](OC(C)=O)C(=C1C)C2(C)C (stereo partly specified)	10%	-8%	-35%	-3	-4%	-6
CCN1CCN(c2ccc(NC(=O)c3cc(OC)c(OC)c(OC)c3)cc2)CC1	?	6%	-2%	-1	-66%	-9
CC1=NN(c2ccc(Cl)cc2)C(=O)C1	-1%	-15%	12%	1	2%	-9
Cc1ccc2nc(SCC(=O)Nc3ccc(C)c(Cl)c3)nc(=O)n2c1	.	43%[activator]	1%	.	35%[activator]	.
COc1nc(-c2ccccc2)nnc1-c1ccccc1	0%	119%[activator]	.	41*	108%[activator]	85*
COc1ccccc1N1C(=O)Cc2ccccc2C1=O	-21%	?	69%[activator]	3	35%	23
CN(C)/C=C(\C#N)C(N)=C(C#N)C#N	0%	?	25%	-1	59%[activator]	18
CN(C)S(=O)(=O)c1cccc(NC(=O)c2cccc(S(=O)(=O)N3CCCCC3)c2)c1	.	?	0%	.	?	.
COc1ccc(CNC(=O)c2cc(SC)ccc2Cl)cc1OC	9%	-6%	4%	-2	21%[5.75 µM]	1
CC(=O)Nc1nnc(SCc2ccc(F)cc2)s1	.	49%[activator]	14%	39*	40%[activator]	23

Continued:
SMILES	Giardia FBPA inh	Pf growth 48h	Sm TGR inh	Cycloheximide cs	Pf growth 96h	Shiga toxin inh
Cc1onc(-c2ccccc2)c1C(=O)NCc1cccnc1	6%	-1%	-2%	-1	.	-13
Cc1cc(C)nc(NS(=O)(=O)c2ccc(NC(=O)Cn3c(=O)oc4ccccc43)cc2)n1	3%	.	0%	-3	6.6µM*	-5
COc1cc(NC(=O)[C@H]2CSCN2C(=O)[C@@H]2CCC(=O)N2)cc(OC)c1OC	.	6%	0%	5	?	2
O=c1[nH]c(SCc2ccccc2Cl)nc2c1CCCC2	-8%	0%	12%	10	-17%	14
Cc1ccccc1/C(N)=N/O	0%	-13%	7%	0	-19%	-8
Cc1cc(C(=O)NCCCc2ccccc2)no1	-1%	?	0%	13*	10%	36*
CCN(C(=O)CSc1nnc(NCc2ccccc2)s1)C1CCS(=O)(=O)C1 (stereo unspecified)	3%	15%	-3%	6	?	26
Cc1ccccc1-n1c(=O)n(Cc2ccccc2)c(=O)c2[nH]cnc21	-9%	11%	27%	-1	22%	-6
CC1CCN(C(=O)CSC2=NS(=O)(=O)c3cc(F)ccc3N2)CC1	.	6%	0%	.	?	.
O=C(NCC1COc2ccccc2O1)c1ccc(Br)s1 (stereo unspecified)	-5%	39%	-2%	23*	39%[activator]	108*
S=C(NCc1ccccc1)NNc1ccccc1	?	4%	?	-4	0%	12
OC1(c2cccc(C(F)(F)F)c2)CCN(Cc2nnnn2Cc2ccccc2)CC1	-2%	-24%	.	-4	87%[activator]	-10
COCCCN1C(=O)C(=O)/C(=C(/O)c2ccc(S(=O)(=O)N3CCOCC3)cc2)C1c1ccc(F)cc1 (stereo unspecified)	.	18%	5%	-2	2%	-3
N#CCCN(C1CCCCC1)S(=O)(=O)c1cccc2nsnc12	-1%	-21%	3%	-2	6%	-1
Cc1oc(-c2ccc(Cl)cc2)nc1CS(=O)CC(=O)NCCN1CCCCCC1 (stereo unspecified)	.	?	?	2	27%	10
Cc1cc2n(n1)C(c1c[nH]c3ccccc13)Nc1ccccc1-2 (stereo unspecified)	9%	24%	7%	29*	-15%	41*
COc1ccc(C(C(=O)NC(C)(C)C)N(Cc2ccccc2)C(=O)CCC(=O)Nc2cc(C)on2)cc1 (stereo unspecified)	1%	?	.	-4	2%	-3
CC1(C)OC(=O)N(Cc2ccco2)C1(C)O (stereo unspecified)	-1%	34%[activator]	?	1	36%[activator]	-4
O=C(c1cc(COc2ccc3ncccc3c2)on1)N1CCCCCC1	-2%	19%	.	18	-17%	49*
COc1ccc(-c2nn(-c3ccccc3C)cc2CNCc2cccnc2)cc1F	2%	?	6%	2	38%[activator]	-9
Cc1ccc(C(=O)NNC(=O)C2CCN(S(=O)(=O)c3ccc(Cl)cc3)CC2)cc1	3%	2%	2%	2	13%	-12
CC1=[N+]([O-])C(C)(C)CC(C)(C)c2ccccc21	17%	-9%	-2%	-3	-33%	33
O=C(NCCN1CCOCC1)c1cc(-c2ccccc2Cl)nc2ccccc12	-8%	-10%	5%	-1	9.3µM*	-5
COc1cc(/C=N/n2c(-c3cc(C)[nH]n3)n[nH]c2=S)cc(OC)c1OC	?	110%[activator]	8%	-2	10%	-10
C/C(=N\Oc1cccc(F)n1)c1ccc(Cl)cc1Cl	-7%	-15%	0%	20	.	36

New compounds follow
SMILES	Giardia FBPA inh	Pf growth 48h	Sm TGR inh	Cycloheximide cs	Pf growth 96h	Shiga toxin inh
Cc1cccc(-n2c(O)c(C=NC34CN5CN(CN(C5)C3)C4)c(=O)[nH]c2=O)c1	0%	?	7.9µM*	8	?	20
CC(=O)Nc1ccc(C(=O)OCc2ccc(F)cc2)cc1	15%	?	.	12	3%	35
C#Cc1ccc([C@H]2C=C(C(=O)N3CCN(Cc4ccc5c(c4)OCO5)CC3)O[C@@H](OCc3ccc(CO)cc3)C2)cc1	0%	?	?	-3	3.3µM*	-14
COc1ccccc1C(=O)NNC(=S)NC(=O)c1cccs1	.	7%	0%	-6	31%[activator]	-13
CC(O)CNc1cnccn1 (stereo unspecified)	-1%	-5%	0%	5	54%[activator]	-5
Cc1ccc2nc(-c3ccncc3)cc(C(=O)NCc3ccccc3F)c2c1	0%	?	5%	-4	15µM*	-3
O=C(NC(C(=O)O)c1ccccc1)c1ccc(S(=O)(=O)N2CCOCC2)cc1 (stereo unspecified)	6%	0%	-11%	-2	41%[activator]	-13
Cc1ccc(S(=O)(=O)NCCC(=O)NC2CCCCCC2)cc1	.	-6%	-1%	.	-5%	.
COc1ccc(NC(=O)CSc2nnc3ccc(-c4cccnc4)nn23)c(OC)c1	.	-16%	-2%	.	-17%	.
CCOn1c(=O)c(C)[n+]([O-])c2ccccc21	2%	-4%	-3%	-5	?	3
C/C(=N\NC(=O)Nc1ccccc1)c1ccc2ccccc2c1	-1%	-10%	2%	2	-7%	-13
CCc1c(C)nc2c(OC)cccc2c1SCCC(=O)O	19%	-6%	-5%	-2	-1%	19
OC(c1ccccc1)c1nc2ccccc2[nH]1 (stereo unspecified)	0%	13%	6%	-1	-11%	.
O=C(CCC(=O)N1CCOCC1)c1ccc(F)cc1	0%	81%[activator]	-27%	24*	16%	55*
COc1ccccc1Nc1nc(N)nc(CN2CCN(Cc3ccc4c(c3)OCO4)CC2)n1	-6%	?	5%	-2	0%	-12
CC(=O)Oc1cccc(N2C(=O)C3C4C=CC(CC4)C3C2=O)c1 (stereo unspecified)	0%	.	45µM*	-2	39%[activator]	-1
O=C(Cn1c(COc2ccccc2)nc2ccccc21)Nc1cc(Cl)c(Cl)cc1Cl	0%	?	.	7	?	4
COc1ccc2cc(OC)c(C(=O)N3CCOCC3)cc2c1	-6%	2%	3%[57.1 µM]	-2	53%[activator]	-29
Cc1ccc(S(C)(=O)=O)cc1C(=O)OCC(=O)N(Cc1ccccc1)Cc1ccccc1	.	?	-10%	.	?	.
CSCC[C@H](NC(=O)Cc1c(C)c2cc3c4c(oc3cc2oc1=O)CCCC4)C(=O)O	4%	25%	-26%	1	46%[activator]	3
NS(=O)(=O)c1ccc(NC(=O)CCCCC(=O)Nc2ccc(S(N)(=O)=O)cc2)cc1	-1%	.	-14%	-2	-20%	-6
CCN(CC)CCNC(=O)c1ccc(NC(=O)/C=C/c2cc(OC)c(OC)c(OC)c2)cc1	6%	5.2µM*	-8%	-2	?	-6
CCCCN(C)C(=O)c1cc2c(Cl)nc3ccccc3c2s1	0%	-10%	-9%	5	34%[activator]	6
Cc1nnc(SCC(=O)Nc2nsc(-c3ccc(Cl)cc3)n2)s1	0%	.	1%	-2	13%	-6
COc1ccc(OC)c(CCNC(=O)c2ccc(CS(=O)(=O)c3ccc(Br)cc3)o2)c1	0%	-24%	-14%	1	?	1
CCO[C@H]1OC(C(=O)N2CCCCCCC2)=C[C@@H](C)[C@@H]1CCCO	7%	-28%	8%	1	-14%	-17
O=C1CC(Sc2nnc(-c3ccccc3)o2)C(=O)N1c1ccccc1 (stereo unspecified)	0%	60%[activator]	3.5µM*	22*	.	49*
COCCn1c(SCc2nc(N)nc(Nc3ccccc3C)n2)nc2ccccc2c1=O	1%	6%	6%	-2	?	-10

Rows were taken by chance (roughly 24% active in at least one column).
